Source: PubChem (National Center for Advancing Translational Sciences (NCATS))
GLP-1R inv ag – qHTS of GLP-1 Receptor Inverse Agonists (Inhibition Mode); Glucagon-like peptide 1 receptor (Homo sapiens), P43220; HEK293 GLP-1R CRE-luciferase, luminescence, 24 h; GLP-1R form is constitutively active; AID 624417, 2012; Potency, µM (highest dose often 38.3 µM), for inactives: at the top dose activity change, negative = inhibition, usual class: inhibitors; 1.6% of 410,000 active; note: % is set by controls: 0 for no effect and ±100 for the full control effect; nearly all actives have a fitted effect of over 55% in size
Target sequence (P43220 whole entry, looked up): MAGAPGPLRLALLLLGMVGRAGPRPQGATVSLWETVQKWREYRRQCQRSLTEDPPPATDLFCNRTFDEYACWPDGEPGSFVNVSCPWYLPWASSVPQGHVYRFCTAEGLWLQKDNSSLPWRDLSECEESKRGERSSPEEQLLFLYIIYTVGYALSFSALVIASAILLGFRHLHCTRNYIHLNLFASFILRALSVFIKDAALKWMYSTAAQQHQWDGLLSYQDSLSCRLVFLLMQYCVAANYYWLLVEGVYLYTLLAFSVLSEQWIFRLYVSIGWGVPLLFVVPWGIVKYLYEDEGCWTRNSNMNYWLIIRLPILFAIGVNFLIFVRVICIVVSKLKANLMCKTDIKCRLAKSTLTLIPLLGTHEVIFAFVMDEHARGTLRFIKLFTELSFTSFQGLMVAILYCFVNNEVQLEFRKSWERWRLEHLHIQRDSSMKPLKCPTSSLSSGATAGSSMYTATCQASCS
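Cells are plated, allowed 12 hours at 37 deg C, then treated with compounds for 24 hr before luciferase detection reagent is added and luminescence is read after 12 min at room temperature. The HEK293 line carries constitutively active GLP-1R with a cAMP-responsive reporter.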
HEK293 tox – qHTS of GLP-1 Receptor Inverse Agonists: Cytotox Screen; HEK293 cAMP-luciferase reporter cells, luminescence, 24 h; Potency, µM (highest dose often 38.3 µM), inactives show at the top dose activity change, negative = inhibition, hits mostly inhibitors; 0.13% of 410,000 active; AID 624418, 2012;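 note: loss of luciferase light is scored as toxicity; % is set by controls: 0 for no effect and ±100 for the full control effect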
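Compound-treated cells are incubated 24 hr at 37 deg C under 5% CO2 after a 12 hour attachment period, then luciferase detection reagent is added and luminescence is measured following 12 min at room temperature; lowered signal indicates toxicity.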
GLP1R ag – qHTS of GLP-1 Receptor Agonists; 0.007% of 380,000 active; Potency, µM (top dose mostly 45.6 µM), for the others: at the highest dose activation, hits mostly activators; HEK293 GLP-1R CRE-luciferase, luminescence, 4-6 h; cells express a hypersensitive GLP-1R form; Glucagon-like peptide 1 receptor (Homo sapiens), P43220; note: % of control where 0% means no effect
HT1080 IDH1KD tx – qHTS for induction of synthetic lethality in tumor cells producing 2HG: qHTS for the HT-1080-IDH1KD cell line; HT-1080 IDH1 knockdown viability, ATP luminescence, 48 h; Potency, µM (highest dose often 46.1 µM), for the others: top-dose activity, negative = toxicity, hits mostly cytotoxic; 2% of 360,000 active;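 note: 0% = DMSO wells and -100% = cell-free medium wells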
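IDH1KD HT-1080 cells, 750/well, RPMI + 5% FBS; compound pinned after 2 h settling; 48 h, 37 °C; CellTiter-Glo luminescence; % activity normalised to DMSO and no-cell wells; curves fitted, classed by r2 and efficacy.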
HT1080-NT tox – qHTS for induction of synthetic lethality in tumor cells producing 2HG: qHTS for the HT-1080-NT fibrosarcoma cell line | HT-1080-NT fibrosarcoma viability, CellTiter-Glo ATP luminescence, 48 h | Potency, µM (doses to about 46.1 µM), for inactives: at the highest dose activity, negative = less viability, actives largely listed as cytotoxic | 1.6% of 360,000 active | AID 686970, 2013;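 note: NT is the 2HG producing partner of a matched IDH1 knockdown line; 0% = DMSO-treated cells and -100% = media-only wells without cells; nearly all actives have a fitted effect of over 55% in size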
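Compounds were tested in concentration-response format on HT-1080-NT cells for 48 hours at 37 degrees C. Cell viability came from CellTiter-Glo luminescence; curves were classified by r2, response magnitude and activity.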
KB-V1 cytotox – qHTS assay for MDR1-selective chemotherapeutics: Primary screen using the drug-selected MDR subline cells KB-V1; KB-V1 MDR cells viability, CellTiter-Glo, 72 h; Potency, µM (series often up to 46.1 µM), inactives show at the top dose activity change, negative = cytotoxicity, usual class: cytotoxic; 3.4% of 400,000 active; note: % is set by controls: 0 for no effect and ±100 for the full control effect; nearly all actives have a fitted effect of over 60% in size
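In this primary screen, KB-V1 cells overexpressing P-gp are incubated with library compounds (lowest to highest concentration) for 72 h at 37 degrees C before a luminescent ATP viability read.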
TDP43 rescue – qHTS of TDP-43 Inhibitors; AID 652104, 2013; 1.8% of 410,000 active; TDP-43 expressing yeast growth rescue, BacTiter-Glo, 24 h; Potency, µM (highest dose often 46.1 µM), for the others: at the top dose growth rescue (activation), usual class: activators; note: % of control where 0% means no effect; nearly all actives have a fitted effect of over 50% in size
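Galactose-induced TDP-43 yeast, OD600=0.02, compound pinned; 24 hr, 30 deg C; BacTiter-Glo luminescence for growth. Inhibitors of TDP-43 toxicity read as activators.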
SW480 rerep – A quantitative high throughput screen for small molecules that induce DNA re-replication in SW480 colon adenocarcinoma cells; SW480 DNA re-replication, Hoechst DNA content imaging, 48 h; Potency, µM (doses to about 46.1 µM), for the others: at the highest dose re-replication activation, most hits filed as activators; 1.8% of 340,000 active; AID 624297, 2012; note: % of control where 0% means no effect; nearly all actives have a fitted effect of over 55% in size
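SW480 cells exposed to compounds for 48 hr at 37 C, 5% CO2, then Hoechst-stained 40 min. Nuclear DNA content imaged by fluorescence scanning (405 nm excitation, 500-530 nm emission); re-replication scored as increased high-intensity nuclei.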
KB-3-1 cytotox – qHTS assay for MDR1-selective chemotherapeutics: Primary screen using the parental adenocarcinoma cell KB-3-1. KB-3-1 viability, CellTiter-Glo ATP luminescence, 72 h. Potency, µM (doses to about 46.1 µM), for inactives: at the highest dose activity change, negative = cytotoxic, usual class: cytotoxic. 1.4% of 400,000 active. AID 1347075, 2019; note: % is set by controls: 0 for no effect and ±100 for the full control effect; nearly all actives have a fitted effect of over 60% in size
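Screening of KB-3-1 cells (DMEM, 10% FBS, phenol-red free) ran from lowest to highest compound concentration; after 72 h at 37 °C viability was read luminescently and curves fitted.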
* hit, by the source's call; ? = inconclusive; nt = not tested or not shown; [ ] = another dose, or the depositor's remark. Calls come from the whole dose curve; as a rule, active = well fitted curve in the direction sought with a large enough effect; inconclusive = small, poorly fitted or top-dose-only effect, or another doubt; inactive = no such curve, though single readings can be large; an effect the other way counts as inactive or inconclusive. Potency is the fitted concentration of half-maximal effect.

SMILES | GLP-1R inv ag | HEK293 tox | GLP1R ag | HT1080 IDH1KD tx | HT1080-NT tox | KB-V1 cytotox | TDP43 rescue | SW480 rerep | KB-3-1 cytotox
CCNC(=O)C1CCCN(C(=O)C(c2ccccc2)c2ccccc2)CC1 (centres undefined) | 17% | 1% | 4% | -1% | 16% | 2% | ? | nt | 0%
Cc1cc(NC(=O)c2cccc(S(=O)(=O)N3CCOCC3)c2)no1 | 6% | 2% | -3% | 0% | 4% | -28% | -3% | -9% | 6%
CCc1noc(C)c1C(=O)OCC(=O)Nc1ncc(Cl)cc1Cl | 14% | 6% | 0% | 5% | 16% | -27% | 12% | -2% | -4%
COc1ccc(N2CCSC2C(=O)NN)cc1 (centres undefined) | -4% | -2% | -2% | 20% | 15% | 15% | -2% | -1% | 11%
O=C(CCN1CCN(CC(=O)Nc2ccccc2Cl)CC1)Nc1ccccc1F | ? | -6% | 7% | -3% | -8% | -7% | -15% | 5% | -14%
CC(C)(C)c1ccc(C(=O)NC(=S)NCC2CCCO2)cc1 (centres undefined) | 10% | -9%[1.53 µM] | -3% | 0% | 2% | 0% | 1% | -6% | 17%
CCOC(=O)C1=NNC(C(=O)OCC)C1c1ccccc1 (centres undefined) | 28% | 59%[activator] | 22% | 1% | -6% | -20% | 3% | 0% | 6%
Cc1ccc(-n2nc(CC#N)c(C#N)c2N)cc1Cl | 11% | 20% | 9% | -1% | 3% | -21% | -12% | -5% | -17%
CC(C)Cn1c(=O)c2ccccc2n2c(CCC(=O)O)nnc12 | -10% | -11% | -5% | 7% | 6% | 0% | 10% | 1% | 15%
Cc1ccc(CN2CC(C(=O)Nc3ccncc3)CC2=O)cc1 (centres undefined) | 4% | ? | 5% | 3% | 1% | ? | 9% | -4% | -8%
CCOC(=O)N1CCN(C(=O)C2CCN(S(=O)(=O)c3ccc(C)cc3)CC2)CC1 | 0% | -8% | -13% | 1% | 3% | 0% | 3% | -13% | 8%
Cc1ccc(-n2c(C)c(C)c3c(NCCCO)ncnc32)cc1 | ? | -12% | 17% | ? | -12% | -6% | -6% | -4% | 9%

Part of the list above, comma-delimited:
SMILES,GLP-1R inv ag,HEK293 tox,GLP1R ag,HT1080 IDH1KD tx,HT1080-NT tox,KB-V1 cytotox,TDP43 rescue,SW480 rerep,KB-3-1 cytotox
CCNC(=O)C1CCCN(C(=O)C(c2ccccc2)c2ccccc2)CC1 (centres undefined),17%,1%,4%,-1%,16%,2%,?,nt,0%
Cc1cc(NC(=O)c2cccc(S(=O)(=O)N3CCOCC3)c2)no1,6%,2%,-3%,0%,4%,-28%,-3%,-9%,6%
CCc1noc(C)c1C(=O)OCC(=O)Nc1ncc(Cl)cc1Cl,14%,6%,0%,5%,16%,-27%,12%,-2%,-4%
COc1ccc(N2CCSC2C(=O)NN)cc1 (centres undefined),-4%,-2%,-2%,20%,15%,15%,-2%,-1%,11%
O=C(CCN1CCN(CC(=O)Nc2ccccc2Cl)CC1)Nc1ccccc1F,?,-6%,7%,-3%,-8%,-7%,-15%,5%,-14%
CC(C)(C)c1ccc(C(=O)NC(=S)NCC2CCCO2)cc1 (centres undefined),10%,-9%[1.53 µM],-3%,0%,2%,0%,1%,-6%,17%
CCOC(=O)C1=NNC(C(=O)OCC)C1c1ccccc1 (centres undefined),28%,59%[activator],22%,1%,-6%,-20%,3%,0%,6%
Cc1ccc(-n2nc(CC#N)c(C#N)c2N)cc1Cl,11%,20%,9%,-1%,3%,-21%,-12%,-5%,-17%
CC(C)Cn1c(=O)c2ccccc2n2c(CCC(=O)O)nnc12,-10%,-11%,-5%,7%,6%,0%,10%,1%,15%
Cc1ccc(CN2CC(C(=O)Nc3ccncc3)CC2=O)cc1 (centres undefined),4%,?,5%,3%,1%,?,9%,-4%,-8%
CCOC(=O)N1CCN(C(=O)C2CCN(S(=O)(=O)c3ccc(C)cc3)CC2)CC1,0%,-8%,-13%,1%,3%,0%,3%,-13%,8%
Cc1ccc(-n2c(C)c(C)c3c(NCCCO)ncnc32)cc1,?,-12%,17%,?,-12%,-6%,-6%,-4%,9%

Later entries.
SMILES | GLP-1R inv ag | HEK293 tox | GLP1R ag | HT1080 IDH1KD tx | HT1080-NT tox | KB-V1 cytotox | TDP43 rescue | SW480 rerep | KB-3-1 cytotox
O=C(COC(=O)c1cccs1)Nc1nc(-c2ccccc2)cs1 | 13% | -4% | 6% | 21% | 26% | 9% | -13% | 4% | 1%
CC(Oc1ccc(Cl)cc1Cl)C(=O)NC(Cc1ccccc1)C(=O)O (centres undefined) | -23% | -1% | 1% | 4% | 6% | 15% | -15% | 1% | -5%
Cc1ccc(NC(=O)CSc2ccc(-c3ccc(-n4cccn4)cc3)nn2)c(C)c1 | 6% | 0% | -2% | 4% | 11% | -8% | 15% | 1% | -2%
Cc1ccc(SCC(=O)Nc2ccc(N3CCN(C)CC3)c(F)c2)cc1 | ? | -5% | 4% | -14% | -2% | -22% | 0% | -11% | 0%
COc1ccc(/C=C2\SC(=O)N(CCC(=O)NC3CCS(=O)(=O)C3)C2=O)cc1 (centres undefined) | 21% | -9% | 0% | 4% | 2% | 25% | 0% | -1% | 0%
CN(C)CCNC(=O)COc1cccc(Cl)c1 | 42%[activator] | 0% | 14% | 20% | 3% | -2% | 13% | 0% | 11%
COc1ccccc1CN1CCN(Cc2nc(-c3ccccc3)no2)CC1 | ? | 0% | 8% | 0% | -1% | 1% | -7% | -3% | 9%
CCn1c(CNC(=O)c2cccc(C)c2)nnc1SCC(=O)Nc1nnc(C)s1 | -8% | 3% | 2% | 11% | 10% | ? | 3% | -11% | 8%
Cc1cc(C(=O)OCC(=O)NCc2cccs2)ccc1[N+](=O)[O-] | 13% | -8% | -4% | 15% | 8% | 0% | 21% | -4% | 1%
Cc1ccccc1Cn1cnc2c(cnn2C(C)(C)C)c1=O | ? | 65% | 10% | -9% | 0% | ? | 24% | 0% | -11%
C(=N\Nc1ncnc2ccccc12)/c1ccccc1 | ? | ? | 3% | ? | 23µM* | ? | 13% | ? | 23%
O=C(c1cc2sccc2n1Cc1ccc(F)cc1)N1CCCc2ccccc21 | ? | -1% | 3% | -25% | -12% | ? | -10% | 20% | ?
CCc1nnc(NC(=O)c2ccc(COc3cccc(C)c3)o2)s1 | 22% | 21% | -2% | -12% | -1% | -9% | -16% | ? | 1%
COc1ccc(NC(=O)CSc2nc(=O)n(CCN3CCOCC3)c3c2CCC3)cc1 | 7% | 32%[activator] | -7% | -15% | 1% | 11% | -6% | -7% | 0%
CCOC(=O)c1c(-c2ccc(C)cc2)csc1/N=C(\C)C1=C(O)c2ccccc2C1=O | ? | -12% | 1% | -6% | -4% | ? | -14% | -3% | ?
COc1ccc(-c2cc(C(=O)Nc3cc(Br)ccc3O)no2)cc1 | 57%[activator] | 9% | 3% | 16% | 19% | ? | 0% | -3% | ?
Cc1ccc2nc(C)cc(C(=O)OCC(=O)Nc3cccnc3Cl)c2c1 | 23% | 3% | 22% | 8% | 3% | 4% | -2% | -3% | 11%
Cc1ccccc1NC(=O)Cc1nc(COC(=O)c2ccccn2)cs1 | 0% | 8% | 5% | 4% | -6% | 6% | 19% | -5% | 0%
COc1cccc(N2CCN(C(=O)c3oc4ccccc4c3NC(=O)CCc3cc(OC)no3)CC2)c1 | ? | -19% | 11% | -7% | -27% | 4% | ? | 3% | 7%
CCN(Cc1ccccc1)C(=O)COC(=O)Cc1c[nH]c2ccccc12 | -26% | 2% | -8% | 7% | 0% | 23% | 4% | 0% | 5%
COc1cc(C(=O)Nc2ccc(NC(=O)C(C)C)nc2)cc(OC)c1OC | 3% | -10% | -2% | 2% | 6% | 5% | -1% | -2% | 0%
CN(C(=O)COC(=O)c1ccc2ccccc2n1)C1CCCCC1 | 7% | 3% | 3% | -5% | -3% | 0% | -18% | -1% | -4%
CCN1CCN(c2ccc(S(=O)(=O)N3CCOCC3)cc2NC(=O)CC(C)C)CC1 | 13% | -35% | -4% | -11% | 6% | 16% | 5% | -25% | 9%
Cc1ccc(SCCC(=O)N/N=C/c2cccnc2)cc1 | 2% | 7% | -5% | -3% | 2% | -4% | 8% | -9% | -3%
CCCCN(CCCC)S(=O)(=O)c1ccc(SCC(=O)OCC)c([N+](=O)[O-])c1 | 17% | -15% | 5% | 21% | -2% | -9% | -7% | 2% | -2%
O=C(Nc1cnc(N2CCC(N3CCCCC3)CC2)c(C(=O)O)c1)c1ccc(Br)cc1 | 9% | -4% | nt | nt | nt | 1% | 11% | nt | 0%
COCCn1ccc2c(OCC(=O)Nc3ccccc3OC)cccc2c1=O | 11% | ? | 6% | -22% | -13% | ? | 18% | 5% | -8%
Cc1ccc(C(=O)N(CC(C)C)c2c(N)n(Cc3ccccc3)c(=O)[nH]c2=O)o1 | 11% | 4% | 6% | 8% | 3% | 7% | -11% | -39%[inhibitor] | -8%
Cc1ccc(NS(=O)(=O)c2ccc(Br)cc2)nc1 | 0% | 5% | 3% | -1% | -5% | -5% | -26% | 13% | -10%
